RAD54 branch = blocks human RAD54 Holliday junction branch migration | Q92698 | inhibition, % at 10.4 µM | FAM/BHQ fluorescence | 360,000 tested, 0.14% active;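 active = mean normalized replicate activity at least 40 and at least half of replicates scoring 40 or more; inconclusive = only one of the two criteria met; inactive = mean below 40 and under half of replicates reaching 40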;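 note: 0% = median of neutral control wells and 100% = median of positive control wells; inhibitors cause a drop in the FAM fluorescence signal; in these data hits start at about 50%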
esBAF inh = inhibitors of esBAF chromatin remodeling in mouse ES cells; Bmi1-luciferase knock-in reporter, 24 h; 100% = twice the neutral-well signal; reporter increase, % at 12.5 µM; 350,000 tested, 2% active; AID 602393; in the data active = activation above about 40%; inconclusive = no clear call, values can overlap the other calls;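 note: 0% = median of the plate's neutral control wells and 100% = double that signal; a rise in the Bmi1 reporter signal indicates esBAF inhibition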
ARNT-TACC3 inh = ARNT/TACC3 interaction disruption. Q9Y6A5. AID 623870. AlphaScreen His-ARNT PAS-B/GST-TACC3 binding, luminescence; TACC3 fragment carries E629A point mutation. inhibition, % at 9.99 µM. 390,000 tested, 0.66% active;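 active = mean inhibition of replicates at least 50% and at least half of replicates each reaching 50%; inconclusive = half or more replicates reach 50% but mean below 50%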;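 note: 0% = complete ARNT plus TACC3 wells and 100% = ARNT alone without TACC3; many hits fall short of the cut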
E-sel inducer = E-selectin induction on HUVECs | P16581 | HUVEC E-selectin immunofluorescence imaging; normalized: neutral wells 0, TNF-alpha wells 100 | activation, % at 7.58 µM | 260,000 tested, 0.37% active;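 active = mean E-selectin-positive cell signal at least 10% of the positive control, reached in at least 60% of replicates, without over 20% cell loss; inconclusive = no rule given, readout overlaps actives, possibly toxicity-flagged; inactive = the rest, including those meeting only one limit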;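 note: in these data hits start at about 27%; measured in HUVEC primary endothelial cells; signal is the percent of cells scored E-selectin positive by PE staining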
Target sequence (P16581 whole entry, looked up): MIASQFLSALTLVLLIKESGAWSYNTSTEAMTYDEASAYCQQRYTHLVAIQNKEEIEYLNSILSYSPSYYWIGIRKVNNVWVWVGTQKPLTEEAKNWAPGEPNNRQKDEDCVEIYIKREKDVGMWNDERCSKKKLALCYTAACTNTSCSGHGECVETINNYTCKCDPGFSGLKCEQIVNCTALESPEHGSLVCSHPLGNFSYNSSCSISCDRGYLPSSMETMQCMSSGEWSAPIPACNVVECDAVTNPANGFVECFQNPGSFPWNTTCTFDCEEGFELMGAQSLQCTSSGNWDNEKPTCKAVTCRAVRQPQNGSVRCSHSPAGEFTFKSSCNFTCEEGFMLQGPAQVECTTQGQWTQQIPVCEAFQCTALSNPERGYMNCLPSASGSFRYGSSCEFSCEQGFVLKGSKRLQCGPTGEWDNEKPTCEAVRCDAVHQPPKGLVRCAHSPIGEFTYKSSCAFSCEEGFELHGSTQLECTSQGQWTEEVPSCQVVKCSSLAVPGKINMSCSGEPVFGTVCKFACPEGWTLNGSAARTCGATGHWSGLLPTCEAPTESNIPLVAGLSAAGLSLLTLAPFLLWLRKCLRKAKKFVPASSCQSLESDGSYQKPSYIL
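assay system = HUVEC, human umbilical vein endothelial cells | input = 3,000 HUVEC seeded per well | medium = EGM-2 growth medium on 0.1% gelatin-coated wells | dosing = one compound dose added by pin transfer | signal = immunofluorescence imaging | read-out basis = % PE-positive cells | control set = TNF-alpha, DMSO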
ERp5 inh = inhibitors of human ERp5 | inhibition, % at 9.99 µM | Q15084 | ERp5 insulin aggregation, absorbance 650 nm, 90 min | 350,000 tested, 0.05% active;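 active = mean replicate inhibition above about 25%, with every replicate also reaching it, limit read from the data, passing the limit was not always enough; inconclusive = only one of those two criteria met; inactive = neither criterion met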
RAD52 anneal inh = blocks human RAD52 DNA annealing; AID 651710; P43351; 360,000 tested, 0.46% active; recombinant RAD52 DNA annealing, FRET fluorescence; inhibition, % at 18.7 µM;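 active = every replicate showing at least 50% inhibition; inconclusive = mean inhibition at least 50% but not in every replicate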
Target sequence (P43351 whole entry, looked up): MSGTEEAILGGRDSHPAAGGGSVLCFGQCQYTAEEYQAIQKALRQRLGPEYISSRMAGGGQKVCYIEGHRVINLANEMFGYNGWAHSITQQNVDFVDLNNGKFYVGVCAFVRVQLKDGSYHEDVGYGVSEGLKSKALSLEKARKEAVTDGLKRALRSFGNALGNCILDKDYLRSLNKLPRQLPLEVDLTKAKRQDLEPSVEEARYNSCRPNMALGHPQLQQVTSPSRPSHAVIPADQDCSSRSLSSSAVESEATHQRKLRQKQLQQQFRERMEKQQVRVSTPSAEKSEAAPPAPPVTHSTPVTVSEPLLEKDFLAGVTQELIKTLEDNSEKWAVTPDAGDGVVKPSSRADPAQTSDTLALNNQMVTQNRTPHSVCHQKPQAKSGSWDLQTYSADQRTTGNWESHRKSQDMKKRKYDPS
PglD inh = inhibitors of Campylobacter jejuni PglD acetyltransferase; purified PglD enzyme, DTNB colorimetric CoA detection; inhibition, % at 12.5 µM; 360,000 tested, 0.098% active; in the data active = inhibition above about 16%, passing the limit was not always enough; inconclusive = no clear call, values can overlap the other calls; note: strong numbers were not always called active
CASP6 VEID inh = caspase-6 (human) enzyme inhibition; purified caspase-6, Z-VEID-R110 cleavage fluorescence; inhibition, % at 12.5 µM; 350,000 tested, 0.53% active; P55212;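 active = mean inhibition across replicates at least about 35%, with every replicate also reaching that limit, limit read from the data; inconclusive = only one of the two criteria met; inactive = neither criterion met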;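 note: 0% = median of neutral control wells and 100% = no fluorescence left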
The depositor's hits bear a star; ? = inconclusive; nt = not tested or not shown.

SMILES	RAD54 branch	esBAF inh	ARNT-TACC3 inh	E-sel inducer	ERp5 inh	RAD52 anneal inh	PglD inh	CASP6 VEID inh
CCC(=O)Nc1nnc(SCC(=O)N2c3ccccc3CC2C)s1 (stereo unspecified)	-10	2	1	nt	nt	nt	4	nt
Cc1cc(C)cc(-n2nnnc2SCC(=O)Nc2nc(-c3ccc(Cl)cc3)cs2)c1	0	2	-12	nt	1	-21	0	-1
C=CCN(c1ccccc1)S(=O)(=O)c1cccc(C(=O)Nc2ccncc2)c1	1	nt	3	nt	5	-6	5	-6
Cc1cccc(N2CCN(C(=O)CCC(=O)N3CC(C)Oc4ccccc43)CC2)c1C (stereo unspecified)	-6	-5	13	-0.1	2	3	4	-1
O=C(C1CC1)N1CC(=O)N2[C@H](CO)[C@H](c3ccc(-c4ccccc4F)cc3)[C@H]2C1	nt	nt	nt	0.1	-2	-2	nt	3
Cc1noc(C)c1NC(=O)Nc1ccc2c(c1)C(=O)N([C@@H](C)CO)C[C@@H](C)[C@H](CN(C)Cc1ccccc1)OCCCC[C@@H](C)O2	-1	0	-10	-0.1	4	1	7	-1
O=C(Oc1ccc(-c2csnn2)cc1)c1cccs1	8	-5	-2	2.0	-4	-14	2	-2
C[C@H](NC(=O)[C@@H]1Cc2ccccc2CN1C(=O)OC(C)(C)C)C(=O)NC1CCCC1	nt	-6	0	-0.1	0	7	nt	3
CCOC(=O)COc1c(OC)cc(Cl)cc1C1Nc2ccccc2C(=O)N1c1cccc(C)c1 (stereo unspecified)	3	?	-1	nt	nt	nt	-3	nt
S=C(NCCCN1CCOCC1)Nc1ccc(Cl)cc1	3	-7	0	nt	3	-3	8	-18
CC1(C(=O)NS(=O)(=O)c2cccc(F)c2)CCN1C(=O)c1cccc(F)c1 (stereo unspecified)	1	-4	nt	0.1	5	-13	-5	-2
O=C1c2ccccc2C(=O)N1CCC#Cc1ccc2cc(CCO)oc(=O)c2c1	-3	4	-4	0.2	-2	-30	2	-1
CNc1c([N+](=O)[O-])cnn1-c1ccc(C)cc1	-11	2	-4	nt	nt	nt	-5	nt
O=C(O)C[C@H]1CC[C@@H](NC(=O)c2ccccc2F)[C@H](CO)O1	-11	0	-3	-0.6	-3	3	3	3
CCOc1cccc(NC(=O)CSc2nc(C)c3c(c2C#N)CCCC3)c1	5	3	8	nt	nt	nt	4	nt
COC(=O)c1ccc(NC(=O)CSc2nc3[nH]ncc3c(=O)[nH]2)cc1	nt	nt	-16	0.2	1	-4	nt	0
CCOC(=O)C1CCCN(C2CC(=O)N(c3cccc(C)c3)C2=O)C1 (stereo unspecified)	-6	-8	4	nt	nt	nt	0	nt
Nc1ccc2nc(SCc3cccc(F)c3)sc2c1	4	23	3	nt	6	-13	-6	0
CO[C@H]1CN(C)C(=O)c2cc(NC(C)=O)ccc2OC[C@H](C)N(Cc2cccc(F)c2)C[C@@H]1C	-4	0	-2	-0.1	-4	4	-1	-3
CCOc1ccccc1Nc1nnc(Cc2ccccc2Cl)c(=O)[nH]1	13	-1	12	0.1	nt	nt	-1	nt
Cc1ccc(NC(=O)COC(=O)CCc2ccccc2)cc1S(=O)(=O)N1CCOCC1	2	1	-1	nt	-10	-7	-4	-1
Cc1cccc(NC(=O)CCN2CCC(C(N)=O)CC2)c1	-8	-3	-4	nt	0	-9	11	-2
COc1ccc(C2=NOC(CNC(=O)c3ccccc3Br)C2)c(OC)c1 (stereo unspecified)	1	nt	-7	0.0	-3	-21	-6	-2
CC1=C(C(=O)N2CCCCCC2)CC(CC(=O)NCCc2ccccn2)C(=O)N1Cc1ccc(C(C)(C)C)cc1 (stereo unspecified)	nt	nt	nt	-0.2	5	-19	nt	-1
O=[N+]([O-])c1ccc(OCc2cccc(COc3ccc([N+](=O)[O-])cc3)n2)cc1	-7	nt	-3	-0.4	nt	nt	-7	nt

Next results follow.
SMILES	RAD54 branch	esBAF inh	ARNT-TACC3 inh	E-sel inducer	ERp5 inh	RAD52 anneal inh	PglD inh	CASP6 VEID inh
O=C1NC(=Nc2ccccc2Cl)S/C1=C\c1cc([N+](=O)[O-])ccc1O	-17	6	-3	nt	-9	-69	4	17
Cc1cnc(C(=O)OCC(=O)N2CCN(S(=O)(=O)c3ccc(Cl)cc3)CC2)cn1	nt	0	4	-2.2	-1	13	nt	4
O=C(NC(=S)Nc1ccc(N2CCOCC2)c(Cl)c1)C(c1ccccc1)c1ccccc1	11	8	5	nt	nt	nt	0	nt
O=C(Nc1nnc(C2CC2)s1)c1ccncc1	-5	3	-12	nt	nt	nt	4	nt
CCCC1S/C(=N/N=C/c2ccc(OC)cc2)N(Cc2ccc(OC)cc2)C1=O (stereo unspecified)	10	0	-4	nt	nt	nt	-4	nt
Cc1noc(C)c1NC(=O)N(C)C[C@H]1Oc2c(NS(=O)(=O)c3cn(C)cn3)cccc2C(=O)N([C@H](C)CO)C[C@H]1C	6	0	-3	0.0	-9	2	13	-1
Cc1noc(C)c1CSc1nnc2sc3ccccc3n12	7	-6	-4	nt	nt	nt	0	nt
Cc1nn2cc(-c3ccc(-c4ccccc4)cc3)nc2s1	4	-42	-1	nt	nt	nt	-5	nt
S=C(NCc1ccccc1)Nc1ccc(Cl)cc1	nt	16	-3	nt	-4	-14	nt	-1
CN(C)CC(=O)N1CCCCN2[C@H](CO)[C@@H](c3ccc(/C=C/c4ccccc4)cc3)[C@@H]2C1	5	0	29	-0.4	5	44	7	4
CCn1c(NC(=O)c2ccccc2F)c(-c2cccs2)c(=O)c2ccccc21	nt	nt	7	nt	-2	-12	nt	-7
CC(C)CN1C(=O)c2ccccc2C1(O)Cc1ccccc1 (stereo unspecified)	-12	-10	-3	nt	nt	nt	1	nt
Cc1c(Cl)cccc1NC(=S)N1CCN(C(=O)C2CCCO2)CC1 (stereo unspecified)	8	nt	1	0.0	nt	nt	4	nt
O=C1CS(=O)(=O)C(c2ccccc2)N1c1ccc(-c2ccccc2)cc1 (stereo unspecified)	4	nt	-6	nt	0	-4	-18	1
O=C(NC1CCCC1)C(c1ccncc1)N(C(=O)c1csnn1)c1ccc(Cl)cc1 (stereo unspecified)	2	1	2	nt	1	-8	0	2
CCCS(=O)(=O)NCCc1cc2cc(C)c(C)cc2[nH]c1=O	4	8	33	nt	nt	nt	-2	nt
COC(=O)c1ccc2nc(-c3ccco3)c(Cc3ccccc3OC)n2c1	nt	nt	nt	-5.3	4	-24	nt	3
CCOC(=O)N1CCN(C(=O)c2ccc3[nH]c(C)c(C)c3c2)CC1	-2	4	-6	-0.4	-1	-12	4	-1
O=C(Nc1ccnn1C1CCN(Cc2cc3ccccc3[nH]2)CC1)C1CCOC1 (stereo unspecified)	1	2	-8	0.2	0	-17	3	-7
CC(=O)N1CC2(C1)[C@@H](c1ccc(-c3ccc(F)cc3)cc1)[C@@H](CO)N2CC1CC1	nt	nt	nt	0.1	-8	0	nt	2
CCC(=O)Nc1ccc(C(=O)CSc2nnc(-c3ccc(O)cc3)n2CC2CCCO2)cc1OC (stereo unspecified)	-2	-11	3	nt	nt	nt	1	nt
CC1CCc2nc(NC(=O)CSc3nc4ccccc4o3)sc2C1 (stereo unspecified)	4	-33	1	nt	nt	nt	6	nt
Cc1cc[n+](CC(=O)c2ccc(NC(=O)c3ccccc3)cc2)c2ccccc12	nt	nt	-4	6.8	-11	12	nt	-2
CCOC(=O)N1CCN(C(=O)C[C@@H]2C[C@@]3(C(=O)OC)CC(C)(C)CC=C3N(Cc3ccc4c(c3)OCO4)C2=O)CC1	nt	nt	nt	-0.1	4	3	nt	4
CCC(=O)N[C@H]1CC[C@H](CCn2cc(-c3cccc(OC)c3)nn2)O[C@@H]1CO	10	14	4	-0.5	2	6	1	2

(next part)
SMILES	RAD54 branch	esBAF inh	ARNT-TACC3 inh	E-sel inducer	ERp5 inh	RAD52 anneal inh	PglD inh	CASP6 VEID inh
CCCNC(=O)N1CC2(CCN(C(=O)CN(C)C)CC2)c2c(n(C)c3cc(OC)ccc23)[C@@H]1CO	nt	nt	nt	0.7	4	4	nt	-1
COc1ccc(CCNC(=O)c2cc(S(=O)(=O)N3CCCCCC3)ccc2OC)cc1OC	-17	nt	2	nt	-6	1	-1	0
COc1cccc(/C=N/NC(=O)c2oc3nc(-c4ccccc4)cc(-c4ccco4)c3c2N)c1	4	nt	-3	11	2	-20	-5	-1
COC(=O)C1(C(=O)OC)c2cc3c(cc2CN(S(=O)(=O)c2ccc(C)cc2)C1CC(C)=O)OCO3 (stereo unspecified)	nt	nt	nt	-0.1	-2	4	nt	2
Cc1onc(-c2ccccc2)c1CNS(=O)(=O)c1ccccc1[N+](=O)[O-]	nt	nt	-11	nt	3	-13	nt	5
O=C(Cc1ccccn1)N[C@@H]1CC[C@H](CCNS(=O)(=O)c2cccc(F)c2)O[C@H]1CO	9	0	7	0.1	0	-20	-1	2
COc1ccc(CSc2nc(C)cc(C)c2S(C)(=O)=O)cc1	nt	nt	-3	nt	1	-5	nt	2
C[C@@H]1CN([C@@H](C)CO)C(=O)Cc2cc(NC(=O)C3CCCCC3)ccc2O[C@@H]1CN(C)Cc1ccc(C(F)(F)F)cc1	2	-3	-11	0.3	6	5	-1	-2
CN(C)CCN(C(=O)c1ccc2ccccc2c1)c1nc2c(F)cc(F)cc2s1	9	-2	-4	-0.1	-14	-6	-1	-3
O=[N+]([O-])c1cc(S(=O)(=O)Nc2cccc(Cl)c2)ccc1N/N=C/c1ccc(N2CCOCC2)cc1	-9	7	2	-0.1	6	-12	-5	-3
COC(=O)C(C(C)C)N(Cc1cc(OC)cc(OC)c1)S(=O)(=O)CCl (stereo unspecified)	-14	-7	-6	0.1	-3	-9	0	1
CCOC(CCn1ccc(O)c(Cc2ccc(Cl)cc2)c1=O)OCC	-1	12	-19	-0.1	-2	-11	4	-2
CN1C(=O)C2ON(c3ccccc3)C(c3cccs3)C2C1=O (stereo unspecified)	-3	0	-4	nt	nt	nt	3	nt
CCN(CC)S(=O)(=O)c1ccc(OCC2CCCCO2)c([N+](=O)[O-])c1 (stereo unspecified)	9	9	3	-0.1	4	0	7	7
COc1ccc(-c2nc(CS(=O)(=O)CC(=O)NCc3cccc(OC)c3OC)c(C)o2)cc1	2	-7	2	0.4	10	-11	-2	1
Cc1ccc(S(=O)(=O)N(C)c2ccccc2C(=O)Nc2c(F)cccc2F)cc1	-2	-8	-1	nt	2	-10	1	-2
O=C(NCC(c1ccco1)N1CCCC1)c1cc2cc(Cl)ccc2o1 (stereo unspecified)	-5	17	21	nt	9	-228	-6	1
NC(=NC1CCCCC1)c1ccc([N+](=O)[O-])cc1	-16	-2	0	nt	nt	nt	0	nt
O=S(=O)(c1ccc(F)cc1)N1CC[C@H]2[C@H](CO)Nc3ccc(-c4ccccc4F)cc3[C@H]21	-9	0	13	-0.6	18	11	-1	2
S=C(NCCCN1CCN(CCCNC(=S)NC2CCCCC2)CC1)NC1CCCCC1	-4	10	1	0.0	4	4	-6	-8
C/C(CC(=O)Nc1ccc2c(c1)OCCO2)=N\NC(=O)c1ccccn1	nt	52*	44	2.8	8	-7	nt	6
NCCc1ccc(O)c(O)c1	4	-1	-6	0.4	0	48	7	-6
Cc1cccc(N2CCN(Cc3cc(=O)n4ccsc4n3)CC2)c1C	-5	19	0	nt	nt	nt	-3	nt
COc1ccc(NC(=O)C2Cc3c(-c4cccc(C(N)=O)c4)ccnc3O2)cc1 (stereo unspecified)	-11	-1	nt	0.1	0	-21	1	-1
